# Source: PubChem BioAssay
# RNase H inhibition = RNase H inhibition, HIV 1 Gag Pol polyprotein, FRET biochemical assay, screening (AID 372); hit rate 0.77% among 100,000; HIV-1 RT RNase H, FRET RNA/DNA substrate fluorescence; higher % means a stronger effect; inhibition, % at 10 µM; hits with a dose series show IC50 in µM; in the data active means inhibition above about 50%
# Active calls of the source: *. An excerpt (hit frequency here may not be typical).
SMILES,RNase H inhibition
O=C(NC(=S)Nc1ccc(N2CCOCC2)cc1)c1cccc(Br)c1,28%
COc1ccc(C(=O)CSc2nc3nc(C)cc(C)c3c(=O)[nH]2)cc1C,16%
CCOC(=O)C1=C(C)N=c2s/c(=C\c3cc(OC)ccc3OC)c(=O)n2C1c1ccc(Cl)cc1 (configuration not stated),13%
CCOC(=O)c1c(NC(=O)c2c(Cl)ccc(Cl)c2OC)sc2c1CCCC2,15%
O=C(Nc1nnc(-c2ccccc2SCc2ccccc2F)s1)Nc1ccccc1F,38%
Cc1cccc(N(CC(=O)Nc2ccccc2C(F)(F)F)S(=O)(=O)c2ccccc2)c1,8%
O=C(/C=C/c1c(Cl)cccc1Cl)c1ccc2c(c1)OCCO2,25%
COc1ccc(C2=NN(c3nc(-c4ccccc4)c4ccccc4n3)C(c3ccc(Br)cc3)C2)cc1 (configuration not stated),12%
CCN(CC)CCCCCCOc1ccccc1C,11%
O=C(O)c1cccc(-c2ccc(C=C3C(=O)c4ccccc4C3=O)o2)c1,9%
Cc1ccc(C(=O)Nc2ccc(Cl)c(Cl)c2)cc1[N+](=O)[O-],13%
COc1cc(C=O)ccc1OCCOc1ccccc1F,1%
Cc1ccccc1N1C(=O)NC(=O)/C(=C\c2ccc(OC(C)C(=O)O)cc2)C1=O (configuration not stated),13%
O=C1NN(c2ccccc2)C(=O)/C1=C/c1ccc(Cl)cc1Cl,18%
O=C(CCN1C(=O)/C(=C/c2ccccc2)SC1=S)Nc1cccc(Cl)c1,19%
COc1ccccc1N(CC(=O)Nc1ccc2ccccc2c1)S(=O)(=O)c1ccccc1,3%
CCOC(=O)Nc1ccc(S(=O)(=O)Nn2cnnc2)cc1,15%
COc1ccc(Br)cc1/C=C1/SC(=S)N(CCC(=O)O)C1=O,24%
COc1ccc(C(=O)Nc2ccc3oc(-c4ccccc4Cl)nc3c2)cc1[N+](=O)[O-],5%
Cc1ccc(Cl)c(OCCCCN2CCCC2)c1,6%
CCOc1cc(C2C(C(=O)OC3CCCC3)=C(C)NC3=C2C(=O)CC(c2ccccc2)C3)ccc1O (configuration not stated),8%
COc1cccc(NC(=O)CN(c2ccc(Br)cc2)S(C)(=O)=O)c1,4%
CC(C)c1cc(CN(C)C)cc(C(C)C)c1O,11%
Cc1cc(C)nc(N=Nc2cc(C(C)(C)C)c(O)c(C(C)(C)C)c2)n1,8%

# 3 entries drawn at random from those above:
SMILES,RNase H inhibition
COc1ccc(Br)cc1/C=C1/SC(=S)N(CCC(=O)O)C1=O,24%
CCOc1cc(C2C(C(=O)OC3CCCC3)=C(C)NC3=C2C(=O)CC(c2ccccc2)C3)ccc1O (configuration not stated),8%
COc1ccccc1N(CC(=O)Nc1ccc2ccccc2c1)S(=O)(=O)c1ccccc1,3%

# More entries.
SMILES,RNase H inhibition
O=C1NN(c2cccc(Cl)c2)C(=O)/C1=C\c1ccc(N2CCOCC2)cc1,0%
O=C(N/N=C/c1ccccc1O)c1ccccn1,6%
COc1cc(OC)cc(C(=O)N2CCN(Cc3ccco3)CC2)c1,4%
O=C1C(Cl)=C(Nc2ccc(F)cc2)C(=O)N1c1cccc(Cl)c1,9%
Cn1c(O)c(N=NC(N)=O)c2ccccc21,11%
Cc1ccc(Nc2ncnc3ccc(Br)cc23)cc1C,11%
Cn1ccnc1SCC(=O)Nc1ccccc1F,1%
CCOC(=O)C1=C(C)N=c2s/c(=C\c3ccccc3Cl)c(=O)n2C1c1ccc(OC)c(OC)c1 (configuration not stated),17%
CCn1c(C)c(C(C)=O)c(N2CCN(c3ccccc3)CC2)nc1=S,14%
Cc1ccc(C(=O)NC(=S)Nc2ccc3nn(-c4ccccc4)nc3c2)cc1C,5%
Cc1ccc(C(=O)Nc2cccc(Cl)c2C)cc1[N+](=O)[O-],14%
CC1=NNC(=O)/C1=C\c1cn(-c2ccccc2)nc1-c1cc2ccccc2oc1=O,10%
COc1cc(CNc2ccc(F)cc2C)c([N+](=O)[O-])cc1OC,8%
O=C(Nc1ccc(NC(=S)NC(=O)c2ccco2)cc1)c1ccc(Br)cc1,0%
Cc1c(C#N)c2nc3ccccc3n2c(=O)/c1=C/c1sc2ccccc2c1O,21%
C/C(=N\Nc1nc(C)cc(C)n1)c1cccc(O)c1,11%
CCOc1cccc(N2C(=O)/C(=C/c3ccc(Cl)cc3)C(=O)NC2=S)c1,12%
O=C(Cc1n[nH]c(=O)c2ccccc12)NCCCN1CCCCCC1,1%
CC(C)CC(=O)Nc1cc(NC(=O)CC(C)C)cc(C(=O)NC(C)(C)C)c1,0%
Cc1occc1C(=O)N/N=C/C1CC=CCC1 (configuration not stated),0%
Cc1ccc(S(=O)(=O)NC2=NCN(c3ccc(Cl)cc3)CN2)cc1,3%
O=C(NC(Nc1ccccn1)C(Cl)(Cl)Cl)c1ccccc1 (configuration not stated),0%
Cc1ccc(C2=C/C(=C/c3ccccn3)C(=O)O2)c(C)c1,11%
Cc1cc(/C=C2/SC(=O)NC2=O)c(C)n1-c1ccc(Br)cc1,27%
COc1ccc(-n2c(O)c(C=Nc3ccc(Cl)cc3)c(=O)[nH]c2=O)cc1,7%
CCC1(CC)NC(=S)N(Nc2ccccc2)C1=O,8%
CCC1(C)C2(C#N)C(N)=NC(OC)(OC)C12C#N (configuration not stated),0%
O=[N+]([O-])c1ccc(O)c(/C=N/Nc2nc(N3CCCC3)nc(N3CCCC3)n2)c1,0%
CCOC(=O)C(=CNCCC(=O)O)C(=O)OCC,30%
Cc1sc(C2C(C#N)=C(N)SC(N)=C2C#N)cc1Br,13%
COc1cc(C2C3=C(CC(C)(C)CC3=O)OC3=C2C(=O)CC(C)(C)C3)ccc1Oc1nc2c(c(=O)n(C)c(=O)n2C)n1C,15%
COc1cccc(C(=O)Nc2ccc(O)c(-c3nc4cc(C)ccc4o3)c2)c1,5%
O=Cc1cccc(OCc2ccc(Cl)cc2Cl)c1,32%
Cc1ccc(C(=O)Nc2ccc3c(c2)OCO3)cc1,19%
O=[N+]([O-])c1ccccc1S(=O)(=O)NCc1ccc(F)cc1,0%
CC(C)CNC(=O)c1ccc(I)cc1,0%
c1ccc(N(Cn2c3ccccc3c3ccccc32)c2ccccc2)cc1,14%
O=C(NN1C(=O)/C(=C/c2ccc(O)c(O)c2)SC1=S)c1ccc(Br)cc1,58%*
Cc1ccc(-c2cc(C(=O)Nc3nccs3)c3ccccc3n2)o1,8%
COc1ccc(NC(=O)c2cc3cc(OC)ccc3oc2=O)c(OC)c1,3%
Clc1ccc(-c2noc(-c3ccccc3Br)n2)cc1,5%
Cc1ccc(/C=N/NC(=O)c2cccnc2)o1,14%
Cc1ccc2nc(-c3ccc(NC(=O)c4cccc(Cl)c4Cl)cc3)sc2c1,7%
COc1ccc(/C=N/c2ncn[nH]2)cc1,6%
O=C(c1ccccc1Cl)N1CCN(C(c2ccccc2)c2ccccc2)CC1,8%
CSCCC(NC(=O)c1cc(COc2ccc(-c3ccccc3)cc2)c(C)o1)C(=O)O (configuration not stated),14%
Cc1cc(C)c2oc(-c3ccc(NC(=O)c4cccnc4)cc3O)nc2c1,52%*
CCCC1=NN2C(=N)/C(=C/c3ccc(OCc4ccc(F)cc4)c(OCC)c3)C(=O)N=C2S1,5%

# Arranged by formula weight (lowest first): part of the list above.
SMILES,RNase H inhibition
Cc1ccc(C(=O)Nc2ccc3c(c2)OCO3)cc1,19%
CCN(CC)CCCCCCOc1ccccc1C,11%
Cc1ccc(-c2cc(C(=O)Nc3nccs3)c3ccccc3n2)o1,8%
Cc1cc(C)c2oc(-c3ccc(NC(=O)c4cccnc4)cc3O)nc2c1,52%*
CCOc1cc(C2C(C(=O)OC3CCCC3)=C(C)NC3=C2C(=O)CC(c2ccccc2)C3)ccc1O (configuration not stated),8%

# Other compounds.
SMILES,RNase H inhibition
CC(=O)Oc1c(C=C(C#N)C#N)[nH]c2ccccc12,2%
N#C/C(=C\c1cc2ccccc2nc1N1CCCCC1)c1nn(-c2ccccc2)c(N)c1C#N,2%
Cc1ccc(-c2csc(-n3[nH]c(C)c(N=Nc4ccccc4C(F)(F)F)c3=O)n2)cc1,7%
Oc1ccc(Br)cc1CN1CCN(C2CC3CCC2C3)CC1 (configuration not stated),12%
CC(=O)C1=C(C)NC(SCC(=O)c2ccc(Cl)cc2)=C(C#N)C1c1sccc1C (configuration not stated),32%
COc1ccc(Nc2ccccc2)c(C)c1,3%
COC(=O)C1=C(C)NC(=S)NC1c1cc(O)ccc1Br (configuration not stated),0%
O=C(NCCN1CCCCC1)c1cc(Cl)ccc1Cl,9%
CC(=O)Nc1ccc(Oc2ccc3c(c2)C(=O)N(c2cc(C)ccc2C)C3=O)cc1,6%
O=C1NC(=O)/C(=C/c2ccc(OCCOc3ccccc3Cl)cc2)S1,45%
CCN(CC)C(=S)SCC(=O)Nc1cc(C)ccc1C,45%
O=C(Nc1ccc(S(=O)(=O)N2CCOCC2)cc1)c1ccc(Br)s1,5%
O=C(CSCc1cccc(Br)c1)N/N=C/c1cccc2ccccc12,15%
COc1ccc(Cl)cc1/C=C1\C(=O)NC(=S)N(c2ccccc2F)C1=O,5%
Cc1ccccc1-c1nc2cc(NC(=S)NC(=O)c3ccco3)ccc2o1,1%
O=C(CCCCC(=O)N/N=C/c1cc(Br)cc(Br)c1O)N/N=C/c1cc(Br)cc(Br)c1O,22%
COc1cccc(CNc2ccc(Br)c(C)c2)c1,4%
O=C(Nc1ccc(-c2nc3ccccc3s2)c(O)c1)c1cc2ccccc2oc1=O,5%
CCOc1ccccc1/C=N/N1CCN(Cc2ccc(Cl)cc2)CC1,6%
CCCCOc1ccc(OCC(=O)N/N=C/c2ccc(Cl)cc2)cc1,4%
Cc1cccc(OCc2nnc(NC(=O)Nc3ccc(Cl)cc3Cl)s2)c1C,31%
CCC1Nc2ccc(C)cc2C(Nc2ccc(C)cc2)C1C (configuration not stated),14%
O=C(Nc1nc2ccccc2n1Cc1ccccc1Cl)c1ccc(Cl)cc1,22%
CC(NS(=O)(=O)c1cc(Cl)ccc1Cl)c1ccccc1 (configuration not stated),0%
NS(=O)(=O)c1ccc(CCNC2CC(=O)N(c3ccc(Cl)cc3)C2=O)cc1 (configuration not stated),20%
CCOC(=O)c1ccc(N=Cc2ccc(C=Nc3ccc(C(=O)OCC)cc3)cc2)cc1,3%
O=C(CCc1ccccc1)Nc1cc(C(F)(F)F)ccc1Cl,0%
Cc1cc(Cl)ccc1NC(=O)COc1ccc2ccccc2c1,15%
CC(C)(C)c1cc(C(=O)N/N=C/C=C/c2ccccc2)n[nH]1,11%
CCOC(=O)c1[nH]c(=O)[nH]c1Cn1ccnc1,5%
COc1ccc(OCC(O)Cn2nc(C)cc2C)cc1 (configuration not stated),6%
O=C(NCCNc1ccc(Cl)cc1[N+](=O)[O-])c1ccccc1F,9%
COc1ccc(N2C(=O)NC(=O)/C(=C/c3ccc(OCCOc4ccc(C)cc4)c(OC)c3)C2=O)cc1,0%
Cc1ccc(C)c(NC(=O)C(CC(=O)O)C(C)c2ccccc2)c1 (configuration not stated),9%
COc1cc(CN2CCN(c3ccc(F)cc3)CC2)ccc1OCc1ccccc1,27%
Cc1ccc(S(=O)(=O)c2cc(NS(=O)(=O)c3ccc(Cl)cc3)c3ccccc3c2O)cc1,18%
COc1ccc(Cn2c(SC)nc3ccccc32)cc1,2%
Cc1cc(C(=O)n2cnc3c(N)ncnc32)co1,9%
Cc1ccc(O)c(/C=C2/C(=O)NN(c3ccccc3)C2=O)c1,8%
CCN(CC)CCCNC(=O)c1ccccc1C,6%
Cc1[nH]n(-c2nc3ccccc3s2)c(=O)c1C=NC1CCN(Cc2ccccc2)CC1,9%
Cc1nc(/N=C(/N)NC(=O)c2ccccc2N)nc2ccccc12,14%
COc1ccc(NC(=O)COc2ccc(Br)cc2Cl)cc1OC,18%
CCOc1ccccc1Nc1nc(-c2c(C)nc3ccccn23)cs1,7%
O=C(O)c1cc(-c2ccc(/C=N/Nc3ccc([N+](=O)[O-])cc3)o2)ccc1Cl,11%
Brc1ccc(/C=N/Nc2ncnc3c2cnn3Cc2ccccc2)cc1,3%
CS(=O)(=O)N(CC(=O)NCCSCc1ccccc1)c1cccc(Br)c1,6%
COc1ccc(C)cc1NC(=O)CCCc1ccccc1,13%

# Among those listed so far, these contain an aryl thioether with sulfur outside any ring:
SMILES,RNase H inhibition
COc1ccc(C(=O)CSc2nc3nc(C)cc(C)c3c(=O)[nH]2)cc1C,16%
O=C(Nc1nnc(-c2ccccc2SCc2ccccc2F)s1)Nc1ccccc1F,38%
Cn1ccnc1SCC(=O)Nc1ccccc1F,1%
COc1ccc(Cn2c(SC)nc3ccccc32)cc1,2%

# New compounds follow:
SMILES,RNase H inhibition
COc1ccc(C(=O)Nc2nc3ccc(C)cc3s2)cc1Br,7%
COc1cccc(C2(c3cccc(OC)c3)CC2C(=O)Nc2cccc(C(F)(F)F)c2)c1 (configuration not stated),7%
COc1ccccc1CNC(=O)Cc1ccccc1,0%
CCOC(=O)C1=NNC2C(=O)N(c3cccc(Br)c3)C(=O)C12 (configuration not stated),14%
c1ccc(-n2c(SCc3ccncc3)nnc2-c2ccco2)cc1,7%
COc1cc(OC)c(OC)cc1/C=N/NC(=O)c1ccn(Cc2ccc(Cl)cc2)n1,13%
CCOC(=O)C1=C(N)OC2=C(C(=O)CCC2)C1c1cc(C)ccc1C (configuration not stated),3%
COC(=O)c1c(NC(=O)c2ccc(Cl)c([N+](=O)[O-])c2)sc2c1CCCCCC2,12%
CCOc1cc(/C=C(\C#N)c2nn(-c3ccccc3)c(N)c2C#N)cc(Br)c1OC,9%
O=C1C2CC=CCC2C(=O)N1c1ccc(OCC(O)CN2C(=O)c3ccccc3S2(=O)=O)cc1 (configuration not stated),4%
Cc1ccc(-n2[nH]c(C)c(/C=N/c3nnc(-c4ccc(Cl)cc4Cl)s3)c2=O)cc1C,2%
CC1(C)Cc2ccccc2C(NNC(=O)c2ccc([N+](=O)[O-])cc2)=N1,6%
O=C(O)c1cc(NC(=O)c2ccccc2Cl)cc(C(=O)O)c1,7%
CCOc1c(C)cc2[nH]c(C)nc2c1C,0%
COc1ccccc1N1CCN(C(=O)NC2CCCCC2)CC1,1%
COc1ccccc1N=Cc1c(O)n(-c2ccccc2F)c(=O)[nH]c1=O,8%
